Bioassay records as filed in PubChem BioAssay.
procasp7 counter: counter-screen for procaspase-3 activators: activators of human procaspase-7 | activation, % at 8.5 µM | recombinant procaspase-7, Ac-DEVD-pNA absorbance 405 nm; D23A/D198A/D206A triple mutant, cannot self-cleave; scale: DMSO 0, 5 µM enzyme 100 | AID 463210 | P55210 | 330,000 tested, 0.093% active;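 active = percent activation above the screen-wide mean plus 3 SD, cut at about 25% in these data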
Target sequence (P55210 whole entry D23A/D198A/D206A): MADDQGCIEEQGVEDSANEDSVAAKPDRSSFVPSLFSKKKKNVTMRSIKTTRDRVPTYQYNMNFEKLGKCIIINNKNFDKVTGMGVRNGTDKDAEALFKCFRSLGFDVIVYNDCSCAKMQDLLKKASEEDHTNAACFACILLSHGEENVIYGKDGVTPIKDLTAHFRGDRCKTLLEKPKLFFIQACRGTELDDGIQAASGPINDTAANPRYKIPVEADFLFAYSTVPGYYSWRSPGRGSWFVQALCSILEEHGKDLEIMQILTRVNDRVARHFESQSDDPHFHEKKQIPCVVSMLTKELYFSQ
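buffer or medium = Zinc-free HEPES/NaCl buffer, pH 7.4 | material = Procaspase-7 triple mutant (PC-7 D3A) | input = 2 µM procaspase-7 mutant as dispensed | signal = Epi-absorbance of released pNA at 405 nm, two timepoints | timing = 1 h preincubation, 2 h reaction | replicates = singlicate compound testing | evaluation = % activation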
GRK2 aptamer HTS: inhibitors of human GRK2 displacing RNA aptamer; inhibition of aptamer binding, % at 10 µM; 330,000 tested, 0.59% active; bead flow cytometry, FAM-aptamer displacement from GRK2; P25098;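 active = inhibition of aptamer binding above 40%, roughly 3 SD of noise, on plates passing a quality check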;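 note: median bead fluorescence of bound FAM aptamer so fluorescent compounds give negative values; no value below 0 was filed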
VLA-4 inh: inhibition in a human VLA-4 binding assay; VLA-4 expressing cells, ligand binding flow cytometry; 330,000 tested, 0.2% active; inhibition, % (about 7 µM as worked out from the volumes in the protocol); in the data active = inhibition above about 50%
PP1 inh: PP1-alpha (human) inhibition in PP5 counter-screen. purified PP1alpha, OMFP fluorescence. inhibition, % at 6.7 µM. AID 2235. 320,000 tested, 0.9% active;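 active = inhibition above the mean inhibition of all tested compounds plus 3 SD, computed separately for each screening campaign, cut at about 15% in these data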
Target sequence (P62136 whole entry, looked up): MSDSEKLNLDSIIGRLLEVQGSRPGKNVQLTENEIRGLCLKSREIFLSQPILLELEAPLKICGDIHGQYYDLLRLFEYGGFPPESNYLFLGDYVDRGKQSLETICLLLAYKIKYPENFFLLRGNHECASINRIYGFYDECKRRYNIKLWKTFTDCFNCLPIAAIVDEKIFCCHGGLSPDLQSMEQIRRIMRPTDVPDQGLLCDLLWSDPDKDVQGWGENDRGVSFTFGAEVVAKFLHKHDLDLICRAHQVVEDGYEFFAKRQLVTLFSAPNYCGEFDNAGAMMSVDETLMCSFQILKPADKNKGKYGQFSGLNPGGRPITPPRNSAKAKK
procasp3 activ: activators of human procaspase-3; 330,000 tested, 0.11% active; AID 463141; activation, % at 8.5 µM; recombinant procaspase-3 D3A, Ac-DEVD-pNA absorbance 405 nm;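 active = activation above the mean of all tested compounds plus 3 SD, cut at about 21% in these data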;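 note: 0% = DMSO alone and 100% = DMSO wells spiked with extra 5 µM PC-3 D3A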
Target sequence (P42574 whole entry D9A/D28A/D175A): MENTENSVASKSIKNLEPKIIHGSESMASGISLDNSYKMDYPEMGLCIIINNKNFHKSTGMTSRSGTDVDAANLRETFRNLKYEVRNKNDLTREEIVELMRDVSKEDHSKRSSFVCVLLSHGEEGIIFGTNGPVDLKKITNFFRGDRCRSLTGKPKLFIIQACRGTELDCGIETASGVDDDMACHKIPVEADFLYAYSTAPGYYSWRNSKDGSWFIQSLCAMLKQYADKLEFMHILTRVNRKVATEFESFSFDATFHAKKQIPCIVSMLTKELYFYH
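Technique: 405 nm absorbance of p-nitroaniline, reads at 0 and 120 min; Test system: Procaspase-3 D3A mutant; Incubation: 1 h enzyme-compound preincubation, then 2 h substrate reaction, 25 °C; Repeats: singlicate, each compound tested once; Benchmarks: low control DMSO wells, high control DMSO plus 5 µM PC-3 D3A.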
core dimer inh: HCV core protein dimerization inhibition. TR-FRET GST/Flag-core106 dimerization, 1536-well. AID 1899. inhibition, % at 5 µM. 300,000 tested, 0.33% active;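 active = inhibition above the mean of all tested compounds plus 3 SD, set per screening campaign, cut at about 45% in these data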
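System: GST-tagged and Flag-tagged HCV core protein residues 1-106 / Input: core106 proteins, GST 13.5 nM and Flag 17 nM / Buffer or medium: KF-containing HEPES buffer, pH 7.45, DTT, CHAPS, BSA / Probe or stimulus: Eu-anti-GST and XL665-anti-Flag labelled anti-tag antibodies / Schedule: 4 h, 22.5 °C incubation / Technique: TR-FRET 671 and 617 nm emission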
PP5 primary: PP5 (human) phosphatase inhibition; purified PP5c, OMFP substrate fluorescence; inhibition, % at 6.7 µM; 320,000 tested, 0.18% active;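 active = inhibition above the campaign's mean inhibition across all tested compounds plus 3 SD, cut at about 9.5% in these data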;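 note: 0% = DMSO only and 100% = 100 µM cantharidin control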
CTSL1 counter: blocks F. hepatica cathepsin L1 in PFM18AAP counter-screen. 300,000 tested, 0.49% active. inhibition, % at 5.96 µM. recombinant F. hepatica cathepsin L1, Z-Leu-Arg-MCA fluorescence;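 active = inhibition above the mean of all tested compounds plus 3 SD, set per screening campaign, cut at about 17% in these data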;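 note: 0% = plate median of test compound wells and 100% = 1 µM Z-Phe-Ala-diazomethylketone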
GASC-1 inh: human JMJD2C demethylase inhibition. Q9H3R0. GST-JMJD2C(1-420) H3K9me3 demethylation, DELFIA europium. inhibition, % at 2.35 µM. 330,000 tested, 0.069% active. AID 2099;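 active = more than half of a compound's replicate wells show inhibition beyond 50%, single wells judged on their own value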;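 note: signal counts dimethyl H3K9 product captured on neutravidin plate; 0% = median of DMSO wells and 100% = 0.3 times that DMSO median; strong numbers were not always called active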
Numbers without * were called inactive; nt = no result given.

Order of results – PP1 inh | GASC-1 inh | VLA-4 inh | core dimer inh | procasp7 counter | PP5 primary | CTSL1 counter | procasp3 activ | GRK2 aptamer HTS
> CCCC1CC(c2csc(N)n2)CCO1 (configuration not stated)
    -2 | -4 | 4 | -9 | 3 | 1.3 | 0 | 12 | 2
> CNC(=S)N/N=C/c1c(C)c(C(=O)c2ccc(F)cc2)n2ccccc12
    3 | -9 | 8 | 4 | -17 | 4.2 | 0 | -7 | 1
> CCC(=O)Nc1ccc(C(=O)NCc2ccccn2)cc1
    3 | 8 | 16 | -6 | 10 | 1.4 | 2 | -3 | 0
> COC(=O)C(Cc1ccc(OC(=O)c2ccc(C(F)(F)F)cc2)cc1)N1Cc2ccccc2C1=O (configuration not stated)
    5 | 2 | 5 | 10 | 5 | 4.3 | 1 | -2 | 1
> CCOc1ccc(C(=O)Nc2ccc(Cl)cn2)cc1Cl
    -1 | 4 | 3 | 0 | -1 | 0.0 | 3 | 0 | 0
> O=C1C=C(c2cccc(Br)c2)C[C@@H](c2ccc3c(c2)OCO3)C1
    1 | 7 | -15 | nt | -6 | 3.1 | nt | -4 | 4
> Cc1cc(C)nc(NS(=O)(=O)c2ccc(NC(=S)NC(=O)C(C)(C)C)cc2)n1
    -6 | -27 | -1 | -3 | -8 | 2.9 | -8 | 0 | 3
> CC1Cc2cc(S(=O)(=O)NCCc3ccccc3)ccc2N1C(=O)C1CC1 (configuration not stated)
    4 | 1 | -6 | -13 | 7 | 3.0 | 1 | 0 | 1
> O=C(Cn1c(=O)c2cccn2c2cccnc21)N1CCN(c2ccccc2F)CC1
    -3 | 1 | -10 | 7 | 6 | -2.0 | 0 | 0 | 0
> O=C(c1ccc(C(F)(F)F)cc1)N1CCCCC1
    -4 | -41 | -6 | -2 | -4 | -3.9 | 2 | 1 | 0
> CCCCc1nnc(NC(=O)CS(=O)(=O)Cc2ccccc2)s1
    -3 | -6 | -1 | 1 | 5 | 1.5 | 1 | 8 | 4
> O=[N+]([O-])c1ccc(Sc2ncccn2)c([N+](=O)[O-])c1
    1 | 5 | 10 | 4 | 7 | -0.5 | 2 | 4 | 0
> CCn1c(SC)nc2c(c1=O)SC(C)C2 (configuration not stated)
    0 | 4 | 4 | -10 | 8 | 0.9 | -1 | 7 | 3
> CN(C)c1ccc(C(CNC(=O)c2ccccc2Br)c2c[nH]c3ccccc23)cc1 (configuration not stated)
    -1 | 2 | -7 | 18 | 3 | 0.9 | 0 | -1 | 0
> CCCNC(=O)CN(C1CCCCC1)S(C)(=O)=O
    -8 | 7 | 91* | -6 | 3 | 4.4 | 4 | -3 | 0
> COC(=O)c1ccc(CNC(=O)CSc2nc3sc(C)c(C)c3c(=O)n2C)o1
    0 | 9 | 9 | -5 | -7 | 3.0 | 0 | -6 | 4
> O=C(CSc1nnc(Cc2ccccc2)c(=O)[nH]1)Nc1ccccc1
    -6 | 1 | -9 | 1 | 1 | -1.6 | 1 | -2 | 1
> Cc1cccc(OCC(=O)N(C)CCc2ccccn2)c1
    2 | 19 | 21 | -6 | -1 | 1.1 | -3 | -5 | 1
> Cc1ccccc1CNC(=O)Cc1cccs1
    0 | -3 | 2 | -5 | 8 | 2.2 | -3 | 4 | 0
> CC(C)OC(=O)c1c(F)c(F)c(N2CCOCC2)c(F)c1F
    -2 | 2 | 19 | -2 | -3 | -1.4 | -1 | -1 | 0
> CCC[C@@H](CN1CCC[C@H]1CN1C(N)=NC[C@H]1CC(C)C)N1C[C@@H]([C@H](C)CC)N(CCCC2CCCC2)C1=N
    nt | nt | 35 | nt | 7 | nt | nt | -4 | 0
> CC(NC(=O)c1ccc(Br)o1)C1CC2CCC1C2 (configuration not stated)
    -4 | -4 | -2 | -2 | 5 | 2.1 | -2 | 2 | 0
> Cc1cc(Oc2ccc(=O)[nH]n2)nc(Cl)n1
    -6 | 2 | 0 | 2 | 7 | -0.5 | -5 | -4 | 0
> O=C(Nc1ccccn1)Nc1ccccc1Cl
    -1 | 0 | -4 | 8 | -3 | 2.4 | -1 | 0 | 1
> COc1ccc(NC(=O)c2ccccc2N(Cc2ccccc2)S(C)(=O)=O)cc1OC
    0 | 4 | -5 | -5 | 1 | 1.5 | 0 | 7 | 0
> COc1ccccc1CN(C)C(=O)c1cc2ccccc2o1
    -3 | 0 | 4 | 15 | 0 | 2.3 | 2 | 2 | 2
> O=C1NC2(CCCC2)Oc2ccccc21
    -8 | -1 | -16 | -2 | 8 | 4.4 | -4 | 4 | 4
> Cc1cccc(NC(=S)NNC(=S)NCc2ccccc2)c1
    2 | 5 | 7 | 2 | -19 | 3.3 | -5 | -18 | 0
> COc1cccc(CNC(=O)COC(=O)c2cc(Br)c(Br)s2)c1
    9 | -7 | -6 | nt | -11 | 4.6 | nt | 1 | 2
> CC(C)C(NC(=O)OCc1ccccc1)C(=O)OCC(=O)NC1CC1 (configuration not stated)
    1 | -4 | 17 | -4 | -1 | 2.9 | -9 | -1 | 0

Order of results – PP1 inh | GASC-1 inh | VLA-4 inh | core dimer inh | procasp7 counter | PP5 primary | CTSL1 counter | procasp3 activ | GRK2 aptamer HTS
> COc1cccc(NC(=S)N(CCC(C)C)C(C)c2ccncc2)c1 (configuration not stated)
    -1 | 0 | 11 | -2 | 5 | 2.7 | 1 | -3 | 0
> O=S(=O)(Cc1nc2ccccc2s1)c1ccccc1
    -6 | 3 | 2 | 1 | -4 | 0.8 | -5 | 2 | 2
> CCOc1ccccc1OCCCC(=O)NCCc1ccc(S(N)(=O)=O)cc1
    -2 | 2 | -4 | 14 | -4 | 0.7 | -7 | -2 | 0
> CC(C)C(=O)Nc1ccc(-c2nc3ncccc3o2)cc1
    0 | -3 | 2 | -12 | 10 | 1.3 | 1 | -9 | 3
> COc1ccc(N(CN2C(=O)C3C4C=CC(C4)C3C2=O)C(=O)c2ccco2)cc1 (configuration not stated)
    -3 | nt | 14 | -2 | 12 | 1.7 | 0 | 11 | 0
> Cc1ccc(NC(=O)CCc2c(C)nn(-c3ccc(N4CCCCC4)nn3)c2C)cc1F
    -1 | 4 | 2 | 5 | 6 | 3.4 | 2 | 2 | 0
> CCOc1ccc(C(CC(=O)O)NC(=O)C(CC)c2ccccc2)cc1 (configuration not stated)
    0 | -6 | 0 | -2 | -2 | -0.5 | 0 | 7 | 2
> C=CC1C(OC2OC(CO)C(O)C(O)C2O)OC=C(C(=O)OC)C1CC1CC(=O)CC(CC(=O)CCc2ccc(O)cc2)O1 (configuration not stated)
    -4 | nt | 12 | 2 | 12 | 1.6 | -5 | 14 | 0
> CC(C)CNS(=O)(=O)c1ccc(CCC(=O)NCc2ccc(Cl)cc2)cc1
    -3 | 7 | 7 | 3 | 7 | 1.4 | 0 | -1 | 1
> O=C1N(c2ccccc2C(F)(F)F)O[C@]1(c1ccccc1)C1CCCCC1
    0 | 6 | 23 | nt | 1 | 3.3 | nt | 8 | 5
> O=C(NC(=S)Nc1ccc(S(=O)(=O)Nc2nccs2)cc1)c1ccc(Br)o1
    -2 | 8 | 14 | 3 | -20 | 1.8 | -3 | -5 | 0
> COc1ccc(OC)c(S(=O)(=O)Nc2ccc3c(c2)n(C)c(=O)n3C)c1
    1 | 1 | 1 | -7 | 0 | 1.6 | -2 | 8 | 0
> CCCCOc1ccc(/C=C/C(=O)OCC(=O)c2c(N)n(C)c(=O)n(C)c2=O)cc1OCC
    -3 | 0 | -4 | 11 | -3 | 1.3 | 4 | -1 | 0
> CCOc1ccc(/C=C2\SC(=S)N(NS(=O)(=O)c3ccc(C)cc3)C2=O)cc1OC
    8 | 3 | 9 | 10 | -5 | 3.3 | 6 | -3 | 1

14 of these compounds, set out differently.
| mol | PP1 inh | GASC-1 inh | VLA-4 inh | core dimer inh | procasp7 counter | PP5 primary | CTSL1 counter | procasp3 activ | GRK2 aptamer HTS |
| --- | --- | --- | --- | --- | --- | --- | --- | --- | --- |
| Cc1cccc(NC(=S)NNC(=S)NCc2ccccc2)c1 | 2 | 5 | 7 | 2 | -19 | 3.3 | -5 | -18 | 0 |
| COc1cccc(CNC(=O)COC(=O)c2cc(Br)c(Br)s2)c1 | 9 | -7 | -6 | nt | -11 | 4.6 | nt | 1 | 2 |
| CC(C)C(NC(=O)OCc1ccccc1)C(=O)OCC(=O)NC1CC1 (configuration not stated) | 1 | -4 | 17 | -4 | -1 | 2.9 | -9 | -1 | 0 |
| COc1cccc(NC(=S)N(CCC(C)C)C(C)c2ccncc2)c1 (configuration not stated) | -1 | 0 | 11 | -2 | 5 | 2.7 | 1 | -3 | 0 |
| O=S(=O)(Cc1nc2ccccc2s1)c1ccccc1 | -6 | 3 | 2 | 1 | -4 | 0.8 | -5 | 2 | 2 |
| CCOc1ccccc1OCCCC(=O)NCCc1ccc(S(N)(=O)=O)cc1 | -2 | 2 | -4 | 14 | -4 | 0.7 | -7 | -2 | 0 |
| CC(C)C(=O)Nc1ccc(-c2nc3ncccc3o2)cc1 | 0 | -3 | 2 | -12 | 10 | 1.3 | 1 | -9 | 3 |
| COc1ccc(N(CN2C(=O)C3C4C=CC(C4)C3C2=O)C(=O)c2ccco2)cc1 (configuration not stated) | -3 | nt | 14 | -2 | 12 | 1.7 | 0 | 11 | 0 |
| Cc1ccc(NC(=O)CCc2c(C)nn(-c3ccc(N4CCCCC4)nn3)c2C)cc1F | -1 | 4 | 2 | 5 | 6 | 3.4 | 2 | 2 | 0 |
| CCOc1ccc(C(CC(=O)O)NC(=O)C(CC)c2ccccc2)cc1 (configuration not stated) | 0 | -6 | 0 | -2 | -2 | -0.5 | 0 | 7 | 2 |
| C=CC1C(OC2OC(CO)C(O)C(O)C2O)OC=C(C(=O)OC)C1CC1CC(=O)CC(CC(=O)CCc2ccc(O)cc2)O1 (configuration not stated) | -4 | nt | 12 | 2 | 12 | 1.6 | -5 | 14 | 0 |
| CC(C)CNS(=O)(=O)c1ccc(CCC(=O)NCc2ccc(Cl)cc2)cc1 | -3 | 7 | 7 | 3 | 7 | 1.4 | 0 | -1 | 1 |
| O=C1N(c2ccccc2C(F)(F)F)O[C@]1(c1ccccc1)C1CCCCC1 | 0 | 6 | 23 | nt | 1 | 3.3 | nt | 8 | 5 |
| O=C(NC(=S)Nc1ccc(S(=O)(=O)Nc2nccs2)cc1)c1ccc(Br)o1 | -2 | 8 | 14 | 3 | -20 | 1.8 | -3 | -5 | 0 |
